CAL PDZ FP-1: untagged CAL PDZ binding inhibitors, primary screen, biochemical, fluorescence polarization, HTS. AID 602252, 2012. 300,000 tested, 0.92% active. inhibition, % at 24.9 µM. purified CAL PDZ, TMR-peptide fluorescence polarization, 1 h;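 active means mean inhibition of at least 30% with at least half of replicates also reaching 30%; inconclusive means no clear call, values can overlap the other calls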;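 further: 0% = DMSO neutral control and 100% = excess unlabeled competitor peptide PRC23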
AddAB inh: growth inhibition of E. coli expressing H. pylori AddAB, primary screen, AddAB inhibitor project, absorbance. inhibition, % at 11.9 µM. 330,000 tested, 0.29% active. AID 435030, 2010; in the data active means inhibition above about 12%;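 further: 0% = vehicle wells of infected cells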
SR-BI DiI inh: inhibitors of SR-BI mediated HDL lipid uptake, primary screen, ldlA[mSR-BI] cells, fluorescence, single point; inhibition, % at 12.5 µM; Scavenger receptor class B member 1 (Mus musculus), Q61009; 320,000 tested, 0.96% active; ldlA[mSR-BI] CHO cells, DiI-HDL uptake fluorescence, 3 h;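 active means mean replicate inhibition of at least 70% and a set share of replicates each scoring 70 or more; inconclusive means meets just one of the two criteria; inactive means fails both criteria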;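 further: 0% = median of neutral control wells and 100% = median of positive control wells; values of inactives mirror those of a sister screen read the other way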
Target sequence (Q61009 whole entry, looked up): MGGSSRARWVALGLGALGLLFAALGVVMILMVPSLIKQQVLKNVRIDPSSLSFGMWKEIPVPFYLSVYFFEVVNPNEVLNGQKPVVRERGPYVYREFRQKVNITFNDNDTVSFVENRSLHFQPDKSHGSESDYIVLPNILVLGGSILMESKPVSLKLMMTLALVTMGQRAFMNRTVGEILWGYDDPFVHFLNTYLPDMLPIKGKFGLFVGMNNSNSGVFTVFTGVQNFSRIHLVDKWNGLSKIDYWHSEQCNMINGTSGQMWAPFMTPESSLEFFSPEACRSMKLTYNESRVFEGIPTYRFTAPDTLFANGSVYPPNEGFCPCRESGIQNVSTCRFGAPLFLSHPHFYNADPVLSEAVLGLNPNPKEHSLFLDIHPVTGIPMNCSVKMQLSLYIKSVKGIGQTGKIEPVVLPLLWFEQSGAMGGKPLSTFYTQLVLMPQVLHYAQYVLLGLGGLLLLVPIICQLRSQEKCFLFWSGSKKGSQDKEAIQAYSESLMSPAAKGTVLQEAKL
phage Ecoli inh: growth loss of phage-infected E. coli, primary screen, RecBCD inhibitor project, absorbance, with phage, HTS. 360,000 tested, 0.26% active. inhibition, % at 11.9 µM. AID 651602, 2012; in the data active means inhibition above about 11%
MITF act: activators of MITF-driven TRPM1 promoter reporter, primary screen, cell-based, SK-MEL-5, luciferase, single point; SK-MEL-5 TRPM1-promoter luciferase, 24 h; % of positive control, neutral wells = 0; activation, % at 12.5 µM; 300,000 tested, 0.75% active;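 active means mean activation of at least 80% with every replicate also reaching 80%; inconclusive means mean reaches 80% but some replicate falls short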;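 further: 0% = neutral control wells and 100% = parthenolide positive control wells; values of inactives mirror those of a sister screen read the other way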
Wnt bcat act: Wnt/beta-catenin pathway activators, primary screen, cell-based, plate reader, single point | Wnt/beta-catenin reporter cell assay, activator | activation, % at 9.35 µM | 300,000 tested, 1.2% active | AID 743398, 2014; in the data active means activation above about 30%, passing the limit was not always enough; inconclusive means no clear call, values can overlap the other calls;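 further: 0% = neutral control wells and 100% = positive control wells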
Tat transport: E. coli Tat export inhibitors, primary screen, MC4100, TorA-mCherry reporter, fluorescence, single point. inhibition, % at 10 µM. 340,000 tested, 0.036% active. AID 488895, 2010;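 active means mean replicate inhibition at least 50% and at least half of replicates individually reaching 50%; inconclusive means only one of the two criteria met; inactive means neither criterion met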;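 further: exported cargo escapes ClpAP degradation while cytoplasmic cargo is degraded and loses fluorescence; 0% = median of neutral control wells and 100% = median of NaSCN control wells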
CAL PDZ FP-2: CAL PDZ peptide-binding inhibitors, primary screen, biochemical, fluorescence polarization, Cer-tagged CAL PDZ, HTS | Golgi-associated PDZ and coiled-coil motif-containing protein (Homo sapiens), Q9HD26 | purified CAL PDZ, TMR-peptide fluorescence polarization, 1 h | inhibition, % at 20 µM | 330,000 tested, 0.02% active | AID 504414, 2011;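 active means highest replicate inhibition of at least 40%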;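 further: plate controls were DMSO neutral control wells for no effect and unlabeled competitor peptide control wells for full effect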
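material = purified tagged CAL PDZ domain construct (CerCALP) | buffer or medium = sodium phosphate/NaCl buffer pH 7.4 with TCEP, IgG, Thesit | reagent = TMR-labelled reporter peptide T*-PRC34 bound in PDZ groove | incubation = 1 h room-temperature incubation prior to read | measured by = fluorescence polarization (mP) | evaluation = percent inhibition from loss of millipolarization | control set = unlabelled peptide and DMSO controls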
Ecoli viability: E. coli V3065 growth inhibition, primary screen, counter-screen for AddAB inhibitor project, absorbance, OD600. 18 h. inhibition, % at 11.9 µM. 330,000 tested, 0.27% active. AID 449728, 2010;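 active means inhibition above the campaign's mean inhibition across all tested compounds plus 3 SD, cut at about 9.9% in these data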;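 further: uninfected addAB+ strain grown without phage in ampicillin broth; 0% = DMSO wells and 100% = ciprofloxacin 0.95 µg/ml wells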
SR-BI DiI-HDL act: activators of SR-BI mediated DiI-HDL uptake, primary screen, ldlA[mSR-BI] CHO cells, DiI fluorescence. activation, % at 12.5 µM. 3 h; 100 = double the neutral-control signal. 320,000 tested, 0.096% active. AID 504775, 2011;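 active means mean replicate activation of at least 60% and every replicate at or above 60%; inconclusive means mean or all-replicate condition met, but not both; inactive means mean below 60% and not all replicates reaching 60%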;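 further: 0% = median plate neutral-control signal and 100% = twice that signal; values of inactives mirror those of a sister screen read the other way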
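material = CHO ldlA[mSR-BI] cells | medium = Ham's F12 with 0.5% BSA, HEPES 25 mM, pH 7.4 | reagent = fluorescent DiI-HDL, 10 µg/mL final | compound dosing = single-point compound dose | incubation = 3 h, 37 °C | measured by = bottom-read fluorescence, 550/595 nm | measure = HDL uptake via cellular fluorescence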
* marks the source's active call; other numbers are inactive results; u = inconclusive; x = not tested or not shown.

Values in the order – CAL PDZ FP-1	AddAB inh	SR-BI DiI inh	phage Ecoli inh	MITF act	Wnt bcat act	Tat transport	CAL PDZ FP-2	Ecoli viability	SR-BI DiI-HDL act
> O=C(CSC1=NCCN1)NC12CC3CC(CC(C3)C1)C2
→ -1	0.0	73*	-1.3	-21	x	u	-0.7	-0.3	-73
> C=CCn1cnc2c(nnn2-c2ccc(C)c(C)c2)c1=O
→ -9	0.1	-12	1.0	110*	5	-2	-1.8	-1.7	12
> CC(OC(=O)C1CC(=O)N(Cc2ccccc2)C1)C(=O)Nc1cccc(C#N)c1 (centres undefined)
→ 0	4.2	1	-0.1	2	-3	0	-2.4	2.6	-1
> CCOc1ccc(CN2CCN(C3CCSCC3)CC2CCO)cc1 (centres undefined)
→ -1	4.2	-26	3.8	1	-1	0	-0.6	-0.3	26
> CCCc1nn(C)c2c1C(c1cccnc1)C(C#N)=C(N)O2 (centres undefined)
→ 0	1.2	6	3.2	11	x	5	-2.2	-1.0	-6
> COc1ccccc1NS(=O)(=O)c1cccc(C(=O)N(C)Cc2cccs2)c1
→ -3	-0.8	-5	0.1	-12	1	-9	-2.5	0.4	5
> COC(=O)Cn1cc(C(=O)C2CC2)c2ccccc21
→ -2	2.8	-10	1.1	-2	x	-14	-0.1	1.3	10
> CC(OC(=O)/C(C#N)=C/c1ccc(N(C)C)cc1)C(=O)NCc1ccco1 (centres undefined)
→ 1	-1.4	-40	5.7	-1	-1	3	-0.9	-1.7	40
> O=C(COC(=O)c1cc(=O)[nH]c2ccccc12)Nc1nc(-c2ccc(F)cc2)cs1
→ -1	x	x	2.2	46	24	-2	-5.0	x	x
> OCCCc1cn(-c2ccccc2)c2ccccc12
→ -3	0.0	35	2.9	-8	1	8	-2.3	-0.2	-35
> COCCN(C(=O)c1snc(C(N)=O)c1N)C(C(=O)NC1CCCCC1)c1cc(OC)c(OC)c(OC)c1 (centres undefined)
→ -2	-2.5	-14	2.1	x	-1	1	0.2	-0.8	14
> CCOc1ccc(CCNC(=O)Cc2ccc(NC3=NC4CS(=O)(=O)CC4S3)cc2)cc1OCC (centres undefined)
→ 1	0.7	-22	3.2	0	1	-1	-0.3	-1.4	22
> COCc1ccc(CN2CCC(Oc3ccc(C(=O)NCc4ccccn4)cc3)CC2)o1
→ -2	x	0	1.1	-1	-1	-5	-3.0	x	0
> O=C(NCn1cnccc1=O)c1ccccc1
→ 5	-0.3	12	1.6	9	x	-1	0.3	-1.1	-12
> Cn1c(=O)c2c(nc(N3CCNCC3)n2Cc2ccccc2Cl)n(C)c1=O
→ 1	-2.9	5	3.4	-3	-2	8	-0.5	-2.0	-5
> Cn1c(=O)c2ncn(CC(=O)Nc3ccc(N4CCOCC4)cc3)c2n(C)c1=O
→ 1	3.8	-21	6.8	-12	x	-11	-0.5	1.3	21
> C[C@@]12C(=O)N(Cc3ccco3)CC(=O)N1[C@H]1c3cc(Cl)ccc3OC[C@@H]1[C@@H]2c1ccccc1
→ -3	0.2	-15	0.3	11	-2	-2	-0.1	-1.1	15
> CCOc1ccc(C(=O)NC(C)C2COc3ccccc3O2)cc1 (centres undefined)
→ -3	4.7	3	2.4	18	1	-1	-0.6	-0.2	-1
> CCOC(=O)C1(Cc2cccc(Cl)c2)CCCN(C(=O)c2ccc(C)nc2)C1 (centres undefined)
→ 0	2.0	3	3.5	0	-1	-8	-0.8	-0.9	-3
> CCOc1ccccc1NC(=O)CCC(=O)O
→ -3	1.9	-24	1.0	-6	0	15	0.2	-0.5	24
> Cc1[nH]n(-c2ccccc2)c(=O)c1C(C[N+](=O)[O-])c1ccc(Cl)cc1 (centres undefined)
→ 4	1.7	-13	4.6	-9	-4	-6	-0.9	-1.2	13
> Cc1cc(C(=O)CN2C(=O)c3ccccc3S2(=O)=O)c(C)n1-c1ccccc1
→ -5	-0.5	-23	3.1	-79	-1	3	-1.6	-1.5	23
> COc1ccccc1-n1c(SCC(=O)O)nc2c(sc(=S)n2-c2ccc(C)c(C)c2)c1=O
→ -5	0.8	-14	1.8	-2	1	5	-2.4	-2.4	14
> COc1ccc(/C=C(/NC(=O)c2ccc(Br)cc2)C(=O)N2CCOCC2)cc1
→ -4	-0.2	0	-0.4	0	-2	-3	-2.7	-1.2	0
> Cc1cc(NC(=O)C2CC(c3ccc(F)cc3)=NO2)n(-c2ccccc2)n1 (centres undefined)
→ -1	-1.6	-11	3.8	-8	-3	-16	-0.4	-0.9	11
> CC(C)(C)[C@H]1C=C(C(N)=O)O[C@@H](OCCCCO)C1
→ -5	0.6	-13	2.6	6	-1	-4	0.3	-1.5	13
> CCCCCC(=O)NCc1c(C(F)(F)F)nn(C)c1N1CCOCC1
→ -2	98*	-23	0.5	-7	-1	0	-0.3	97*	23
> Cc1cc(NC(=O)NC(=O)c2ccccc2NC(=O)C(C)N)ccc1Oc1ncc(Br)cn1 (centres undefined)
→ 2	x	0	2.6	3	-7	-1	-0.7	x	0
> O=C(/C=C/c1ccco1)Nc1cccnc1Cl
→ -1	1.9	-10	0.4	x	36*	-3	0.3	0.8	10
> COc1ccccc1C(=O)COC(=O)C1(C)CC1(Cl)Cl (centres undefined)
→ -9	-0.4	29	-0.5	61	-3	2	0.1	-0.6	-29
> N#Cc1ccc2ccn(CC(=O)N3CCCc4ccccc43)c2c1
→ 1	-0.7	20	-0.4	-19	x	-7	-0.4	0.4	-20
> Cc1c(O)nc(SCC(=O)Nc2ccc3c4c(cccc24)CC3)n(-c2ccccc2)c1=O
→ 0	-0.1	-6	5.3	-7	-1	-1	-4.1	4.1	6
> COc1ccc(C2C(C(C)=O)=C(O)C(=O)N2c2ccc(Br)cn2)cc1 (centres undefined)
→ -7	3.2	-9	2.5	10	x	-3	-1.9	-0.9	9
> CCOC(=O)c1sc2ccccc2c1OC(=O)c1ccccc1
→ -3	2.1	-3	2.4	2	-2	1	x	-3.3	3
> O=S1(=O)CCN(Cc2ccccc2Cl)CC1
→ 2	1.2	-19	1.9	4	x	13	x	-2.4	19
> O=C(NCc1ccccc1)c1ccc(Cl)c(NC2=NC3CS(=O)(=O)CC3S2)c1 (centres undefined)
→ x	1.8	0	1.1	x	0	-2	-0.2	-0.3	0
> CC(C)[C@H](NC(=O)c1ccco1)C(=O)OCC(=O)N1CC(=O)Nc2ccccc21
→ 11	4.1	-5	0.5	-4	0	-4	-0.2	0.9	5
> COc1cc(C(=O)OCCCOC(=O)c2cc(OC)c(OC)c(OC)c2)cc(OC)c1OC
→ -3	0.9	-3	2.4	-2	1	-2	-0.3	5.3	3
> COc1ccc(C(=O)Nc2ccc(OC)c(OC)c2)cc1
→ 2	1.8	31	2.4	54	x	-2	x	2.0	-31
> CC(C)CCCN1C(Nc2ccccc2)=NC[C@@H]1CC(C)C
→ -1	4.4	6	4.1	25	-4	-1	0.3	1.5	-6
> CSc1ccc(NC(=O)N2CCN(c3nc4ccccc4s3)CC2)cc1
→ 0	1.7	29	1.1	-8	x	u	-0.6	-1.5	-29
> O=C(N/N=C\c1c(O)ccc2ccccc12)c1ccc(S(=O)(=O)N2CCCCC2)cc1
→ -3	2.3	143*	1.5	-75	x	-15	-1.2	0.4	-143
> Cc1cc(C)cc(NC(=S)N2CCC(C(=O)c3ccc(F)cc3)CC2)c1
→ -2	x	14	-0.8	-5	0	9	-0.2	x	-14
> Cc1ccc(CSCCNC(=O)/C=C/c2ccccc2Cl)cc1
→ 0	3.8	-11	3.0	-1	x	5	-1.3	1.7	11
> COc1ccc2nc(SCC(=O)NC3CC3)c(C#N)cc2c1
→ -6	2.9	12	0.6	27	-1	-5	-0.4	1.8	-12
> COc1cc(OC)cc(C(=O)NC2CCSc3ccccc32)c1 (centres undefined)
→ -1	2.8	12	1.8	-7	0	6	-2.5	1.1	-12
> O=C(NCC1CCCO1)c1ccc2c(c1)OCO2 (centres undefined)
→ -3	2.6	-25	-0.9	10	3	0	-2.4	-2.4	25
> Cc1nc(-c2ccccc2)cs1
→ x	-0.2	-16	1.6	9	-2	-2	-0.6	4.4	16
> Cc1nc(Nc2ccc(S(=O)(=O)N3CCCCC3C)cc2)c2nnn(Cc3ccccc3)c2n1 (centres undefined)
→ -3	2.0	18	3.5	-22	-3	2	-1.3	0.0	-18
> O=C(c1cc(Cl)nc2ccccc12)N(Cc1nnc(-c2ccc(Cl)cc2)o1)C1CC1
→ -2	2.7	19	1.0	-7	-4	6	-3.3	2.5	-19
> CCc1ccc(C(=O)Cc2cc3cccc(OC)c3oc2=O)cc1
→ -2	3.2	-6	1.6	73	14	2	-0.2	0.2	6
> Cc1ccc(S(=O)(=O)N(Cc2nccn2C)C(C)C)cc1
→ 0	0.5	x	1.2	x	3	0	-2.8	-1.2	x
> COc1ccc(S(=O)(=O)N2CCN(C(=O)c3cc(C)on3)CC2)cc1
→ x	-1.4	2	-0.3	4	-4	8	-0.2	2.8	-2
> CCOc1ncccc1C(=O)OCC(=O)NC1CC1
→ -1	0.3	-19	1.0	-5	-1	3	-2.1	0.1	19
> O=C(CSc1nccc(=O)[nH]1)Nc1ccc2ccccc2c1
→ 0	1.3	4	3.1	1	-1	-9	-1.1	2.2	-4
> COc1cc(C(=O)NNC(=O)c2cc(C)[nH]n2)cc(OC)c1OC
→ 2	3.6	-8	3.6	-8	0	0	-0.7	0.2	8
> CCCCCCCCCCCCN1[C@@H](CC(=O)O)c2cc(C(F)(F)F)ccc2S1(=O)=O
→ 0	1.8	-8	4.9	0	4	52*	-2.0	0.0	8
> Cc1cc(C)n(-c2ccc(C(=O)N3CC(C)OC(C)C3)cc2)n1 (centres undefined)
→ -5	1.5	3	3.3	-4	0	-8	-1.3	-1.2	-3
> COCCn1cnnc1SCC(=O)c1ccc(S(=O)(=O)N2CCCC2)cc1
→ -3	-0.3	5	-0.5	x	-13	-4	-3.9	-2.0	-5
> Cc1onc(-c2c(Cl)cccc2Cl)c1NC(=O)NN(C)c1ccc([N+](=O)[O-])cn1
→ x	2.1	5	-1.5	2	-1	-5	-0.3	3.4	-5
> COc1ccccc1CNC(=O)c1ccc(NC2=NC3CS(=O)(=O)CC3S2)cc1 (centres undefined)
→ -4	1.5	-15	2.6	13	3	-5	-2.1	-2.3	15

Source: PubChem (several laboratories)
